From PubChem BioAssay
ELG1 repair inh = blocks ELG1-dependent DNA repair in HEK293T cells | Potency, µM (doses to about 46.1 µM), inactives show at the highest dose activity change, negative = inhibition, most hits filed as inhibitors | HEK293T ELG1-luciferase reporter, luminescence, 16 h; DNA damage induced by 5-fluorouridine | hit rate 2.3% among 330,000; also: potency is read from the fitted curve at half-maximal effect; % is scaled to controls: 0 for no effect and ±100 for the full control effect; nearly all actives have a fitted effect of over 55% in size
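Cells (2,000 per well) received 5-fluorouridine plus test compound or DMSO and were incubated 16 hr at 37 °C, 5% CO2. Luciferase activity was read by luminescence 30 min after ONE-Glo addition; signal suppression marked inhibition of damage-induced ELG1 function.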
Mito fusion act = blocks mitochondrial division or promotes mitochondrial fusion | S. cerevisiae fusion-defective mutant growth rescue, CellTiterGlo 48 h | hit rate 0.23% among 320,000 | Potency, µM (highest dose often 46.1 µM), inactives show at the highest dose growth rescue (activation), actives largely listed as activators;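 also: potency is read from the fitted curve at half-maximal effect; % of control where 0% means no effect; nearly all actives have a fitted effect of over 45% in size; temperature-sensitive fusion mutants such as fzo1-1 at 37 °C on non-fermentable ethanol glycerol medium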
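Temperature-sensitive fusion-defective S. cerevisiae (e.g. fzo1-1, mgm1-5) were grown with compound in YPEG medium (3% ethanol, 3% glycerol) for 48 hours at 37C. Growth rescue was measured as viability by CellTiterGlo luminescence after 10 minutes at ambient.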
AT treatment = potential ataxia-telangiectasia treatments restoring KAP-1 phosphorylation | hit rate 0.19% among 320,000 | […] A-T fibroblasts, KAP-1 phosphorylation AlphaLISA; neocarzinostatin DNA damage 30 min before lysis | Potency, µM (titrated, usually from 57.5 µM), inactives show at the top dose activation, hits mostly activators; also: potency is read from the fitted curve at half-maximal effect; % of control where 0% means no effect; nearly all actives have a fitted effect of over 45% in size
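ATM-like activity read as KAP-1 phosphorylation via AlphaLISA donor/acceptor antibody pairs after lysis and 6 hr at 25C. Cells were ATM-null patient fibroblasts ([…], hTERT), dosed 60 min, then exposed to the DSB inducer NCS for 30 min.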
TCR act = activators of T cell receptors. primary human leukocytes, anti-CD3, IL-2 HTRF, 48 h. Potency, µM (top dose mostly 9.22 µM), for inactives: at the highest dose activation of IL-2 secretion, usual class: activators. 330,000 tested, under 10 active; also: % of control where 0% means no effect
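Primary human leukocytes receive a-CD3 beads and test compound and are incubated 48 hr. Secreted IL-2 is then assayed by HTRF, measuring 665nm acceptor emission after 320nm excitation of the europium donor.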
Eya2 inh = Eya2 (human) phosphatase inhibition | recombinant Eya2, OMFP fluorescence dephosphorylation (OMFP is methylfluorescein phosphate) | Potency, µM (top dose mostly 76.9 µM), without a hit: at the top dose activity, negative = inhibition, hits mostly inhibitors | hit rate 0.006% among 330,000 | AID 488837; also: potency is read from the fitted curve at half-maximal effect; % is scaled to controls: 0 for no effect and ±100 for the full control effect
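Eya2 protein (added as 0.2 uM solution) was preincubated with compound for 10 min at ambient temperature in 50 mM HEPES pH 7.5, 50 mM NaCl, 5 uM MgCl2, 0.05% BSA, 1 mM DTT. OMFP (added at 50 uM) then reacted 10 min; fluorescence read at 485/525 nm.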
TSHR antag = antagonists of human thyroid stimulating hormone receptor; hit rate 0.2% among 330,000; P16473; TSHR-expressing cells, TSH-stimulated cAMP HTRF, 2 h; active compounds read low; activity change, negative = inhibition, % at 11.5 µM;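 active = activity change below a set negative limit, meaning inhibition stronger than a set level, cut at about -70% in these data; inconclusive = activity change between two set negative limits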; also: % is scaled to controls: 0 for no effect and ±100 for the full control effect
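Cell-based HTRF cAMP assay; TSHR cells + compound, TSH EC80 (4nM final), 2 h, 37 deg C. Lysis with anti-cAMP cryptate and cAMP-d2, 30 min RT, read 665/620 nm.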
TRPV1 ag = agonists of human vanilloid receptor 1 (TRPV1); TRPV1-expressing cells, Fluo-8 calcium influx, agonist mode; activation, % at 8.33 µM; hit rate 0.19% among 320,000; AID 540275; in the data active = activation above about 80%; inconclusive = between about 30% and that limit; also: 0% is about no effect
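Cells expressing TRPV1 were dye-loaded with Fluo-8 and read kinetically: 10 s baseline, 3 min after compound (agonist portion), then 2 min after EC20 capsaicin (allosteric enhancer portion). Calcium-bound dye fluorescence at 480/520 nm.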
USP2a inh = blocks human ubiquitin-specific protease USP2a | Potency, µM (highest dose often 38.3 µM), for inactives: at the top dose activity change, negative = inhibition, hits mostly inhibitors | USP2 core, Ub-CHOP2 coupled fluorogenic reporter, 485/531 | O75604 | hit rate 0.01% among 330,000;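 also: potency is read from the fitted curve at half-maximal effect; plate controls were DMSO wells for no effect and full inhibition by NEM control for full effect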
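USP2 core (10nM final) preincubated 30min RT with compound in 20mM Tris-HCl pH 8.0, 2mM CaCl2, 2mM beta-mercaptoethanol, 0.05% CHAPS; 25nM Ub-CHOP2 plus 25nM reporter substrate added, fluorescence (Ex485/Em531) read after 60min.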
KCNH2 WT inh = inhibitors of human wildtype KCNH2 potassium channel. Q12809. U2OS, BacMam KCNH2, thallium flux FluxOr; active compounds read low. hit rate 0.37% among 340,000. AID 720551. activity change, % at 1.84 µM;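 active = maximum activity change below -70%; inconclusive = maximum activity change between -70% and -50%; inactive = maximum activity change above -50%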; also: % is scaled to controls: 0 for no effect and ±100 for the full control effect
Target sequence (Q12809 whole entry, looked up): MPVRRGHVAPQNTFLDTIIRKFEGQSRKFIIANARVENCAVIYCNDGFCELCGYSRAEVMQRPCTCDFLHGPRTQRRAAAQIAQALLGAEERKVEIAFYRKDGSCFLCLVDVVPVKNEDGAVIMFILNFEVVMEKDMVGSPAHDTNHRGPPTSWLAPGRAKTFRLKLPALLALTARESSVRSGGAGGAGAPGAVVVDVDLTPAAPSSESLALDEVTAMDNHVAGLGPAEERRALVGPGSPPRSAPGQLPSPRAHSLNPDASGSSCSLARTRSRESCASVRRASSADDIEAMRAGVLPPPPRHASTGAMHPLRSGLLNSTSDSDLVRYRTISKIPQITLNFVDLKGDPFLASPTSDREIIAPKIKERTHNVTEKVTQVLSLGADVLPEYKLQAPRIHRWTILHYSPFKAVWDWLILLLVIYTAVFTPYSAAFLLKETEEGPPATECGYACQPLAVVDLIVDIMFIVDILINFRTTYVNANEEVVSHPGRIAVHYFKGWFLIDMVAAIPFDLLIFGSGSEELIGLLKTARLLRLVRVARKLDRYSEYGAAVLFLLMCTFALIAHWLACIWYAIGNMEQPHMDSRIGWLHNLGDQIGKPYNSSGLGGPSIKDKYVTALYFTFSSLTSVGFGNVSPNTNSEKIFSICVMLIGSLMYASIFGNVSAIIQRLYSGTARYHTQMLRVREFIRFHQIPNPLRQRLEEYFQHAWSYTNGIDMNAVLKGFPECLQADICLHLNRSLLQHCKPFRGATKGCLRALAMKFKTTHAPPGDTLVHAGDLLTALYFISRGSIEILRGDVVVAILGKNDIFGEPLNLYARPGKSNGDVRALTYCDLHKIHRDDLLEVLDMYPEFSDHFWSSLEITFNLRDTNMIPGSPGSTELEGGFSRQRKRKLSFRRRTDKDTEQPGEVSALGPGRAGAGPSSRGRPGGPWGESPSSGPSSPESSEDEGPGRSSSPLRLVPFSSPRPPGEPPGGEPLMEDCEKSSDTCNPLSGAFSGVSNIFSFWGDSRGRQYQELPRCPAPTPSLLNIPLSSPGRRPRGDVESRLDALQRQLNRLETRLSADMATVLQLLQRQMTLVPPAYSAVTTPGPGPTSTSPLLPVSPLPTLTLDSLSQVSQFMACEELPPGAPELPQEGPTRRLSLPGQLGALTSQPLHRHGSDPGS
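U2OS cells were transduced with wild-type KCNH2 virus (2.03 x 10^8 / mL) for 4 h at room temperature, then cultured overnight at 37 C. Thallium flux was read with FluxOr dye. Rate constants were normalized to DMSO controls.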
KCNH2 3.1 inh = inhibitors of human KCNH2 3.1 potassium channel isoform; U2OS KCNH2 3.1, thallium flux FluxOr; active compounds read low; activity change, % (tested at about 1.8 µM); hit rate 0.95% among 340,000; AID 720553;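 active = maximum activity change below -70%; inconclusive = maximum activity change from -70% to -50%; inactive = maximum activity change above -50%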;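 also: thallium influx rate constant from kinetic fluorescence after stimulation buffer; % is scaled to controls: 0 for no effect and ±100 for the full control effect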
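Normalized rate constant (relative to positive and negative DMSO controls) derived from a 2 min kinetic fluorescence read after stimulation; U2OS cells expressing the 3.1 isoform via virus at 1.77 x 10^8 /mL.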
Active calls of the source: *; ? = inconclusive; . = not tested or not shown; [ ] = remark or other dose. Unless noted, calls follow the shape of the dose curve; as a rule, active = well fitted curve in the direction sought with a large enough effect; inconclusive = small, poorly fitted or top-dose-only effect, or another doubt; inactive = no such curve, though single readings can be large; an effect the other way counts as inactive or inconclusive.

1) OCC1OC(n2cnc3c(NC4CCCCC4)ncnc32)C(O)C1O (configuration not stated)
2) CCCn1c(SCC(=O)NC2CCCC2)nc2c1c(=O)n(C)c(=O)n2C
3) COc1ccc(Cl)cc1NC(=O)CC1S/C(=N/N=C2CCCCCC2)NC1=O (configuration not stated)
4) COc1ccc(C(=O)NCc2nnc(SCC(=O)N3CCc4ccccc43)o2)cc1OC
5) Cc1cccc(OCc2nnc(SCC(=O)Nc3cccc(C(=O)N4CCOCC4)c3)n2C)c1
6) CN(C)/C=N/C(=S)Nc1ccccc1F

entry no. | 1 | 2 | 3 | 4 | 5 | 6
ELG1 repair inh | 7% | 4% | ? | -15% | -12% | ?
Mito fusion act | 2% | -1% | 13% | -2% | -20% | -3%
AT treatment | 12% | 1% | 9% | 6% | 2% | -5%
TCR act | 6% | 3% | 1% | 2% | -3%[46.1 µM] | 1%
Eya2 inh | -3% | 1% | -4% | -1% | 0% | -10%
TSHR antag | -6 | -1 | 42 | -3 | 2 | 4
TRPV1 ag | 2 | 11 | 12 | -2 | -7 | -2
USP2a inh | -1% | -1% | -21% | 0% | 0% | 2%
KCNH2 WT inh | -7 | -13 | 15 | -4 | 12 | -11
KCNH2 3.1 inh | 4 | -15 | 32 | 1 | . | -33

7) O=C(NNC1=C(C(=O)C(F)(F)F)CCC1)c1ccccc1Cl
8) CC(NC(=O)Nc1ccc(Cl)cc1)C1CCCO1 (configuration not stated)
9) COc1ccc(-c2nnc(SCC(=O)O)n2Cc2ccccc2)cc1
10) O=C(NCCCc1ccccc1)c1cc([N+](=O)[O-])ccc1Cl
11) Cc1cc(C)cc(-n2cccc2/C=C2/C(=N)N3C(=NC2=O)SN=C3S(C)(=O)=O)c1
12) C=CCNc1cnn(-c2ccc(C)cc2)c(=O)c1Cl

entry no. | 7 | 8 | 9 | 10 | 11 | 12
ELG1 repair inh | ? | ? | -2% | -9% | -16% | ?
Mito fusion act | 0% | -3% | -1% | 5% | -6% | 3%
AT treatment | . | 5% | 2% | -6% | -1% | -2%
TCR act | 0% | 5% | -1% | -85% | -1% | 2%
Eya2 inh | 0% | 9% | 5% | 11% | 7% | 6%
TSHR antag | 18 | -7 | 0 | 7 | -20 | 37
TRPV1 ag | 7 | 18 | 1 | ? | 6 | .
USP2a inh | 0% | 1% | 1% | 13% | -3% | 3%
KCNH2 WT inh | 6 | -18 | -11 | -19 | -3 | 2
KCNH2 3.1 inh | 1 | 31 | 29 | -18 | -1 | -4

Another view of part of the listing above.
#7 O=C(NNC1=C(C(=O)C(F)(F)F)CCC1)c1ccccc1Cl
  ELG1 repair inh: ?
  Mito fusion act: 0%
  AT treatment: .
  TCR act: 0%
  Eya2 inh: 0%
  TSHR antag: 18
  TRPV1 ag: 7
  USP2a inh: 0%
  KCNH2 WT inh: 6
  KCNH2 3.1 inh: 1

#9 COc1ccc(-c2nnc(SCC(=O)O)n2Cc2ccccc2)cc1
  ELG1 repair inh: -2%
  Mito fusion act: -1%
  AT treatment: 2%
  TCR act: -1%
  Eya2 inh: 5%
  TSHR antag: 0
  TRPV1 ag: 1
  USP2a inh: 1%
  KCNH2 WT inh: -11
  KCNH2 3.1 inh: 29

#10 O=C(NCCCc1ccccc1)c1cc([N+](=O)[O-])ccc1Cl
  ELG1 repair inh: -9%
  Mito fusion act: 5%
  AT treatment: -6%
  TCR act: -85%
  Eya2 inh: 11%
  TSHR antag: 7
  TRPV1 ag: ?
  USP2a inh: 13%
  KCNH2 WT inh: -19
  KCNH2 3.1 inh: -18

#12 C=CCNc1cnn(-c2ccc(C)cc2)c(=O)c1Cl
  ELG1 repair inh: ?
  Mito fusion act: 3%
  AT treatment: -2%
  TCR act: 2%
  Eya2 inh: 6%
  TSHR antag: 37
  TRPV1 ag: .
  USP2a inh: 3%
  KCNH2 WT inh: 2
  KCNH2 3.1 inh: -4

Additional structures follow:
13) CC(C)CN(C(=O)CCC(=O)OCC(=O)c1ccc(F)c(F)c1)c1c(N)n(CC(C)C)c(=O)[nH]c1=O
14) CC1CCC(NC(=O)CN2C(=O)NC3(CCCCCC3)C2=O)CC1 (configuration not stated)
15) O=C(CSc1nc2ccccc2c(=O)n1-c1ccccc1F)Nc1ccc2c(c1)CCC2
16) C=CCc1ccc(O)c(-c2ccc(O)c(CC=C)c2)c1
17) CCC(c1nnnn1CCOC)N1CCN(Cc2ccccc2OC)CC1 (configuration not stated)
18) FC(F)(F)c1cc(NCc2cccs2)n2ncnc2n1

entry no. | 13 | 14 | 15 | 16 | 17 | 18
ELG1 repair inh | 13% | 16% | -7% | -13% | 3% | ?
Mito fusion act | -3% | -4% | -5% | 7% | 1% | -4%
AT treatment | 0% | . | 0% | 4% | 5% | .
TCR act | -9% | -4% | -3%[46.1 µM] | -3% | 3% | 1%
Eya2 inh | -14% | 8% | -2% | -15% | 0% | 0%
TSHR antag | 0 | -9 | -7 | -3 | -5 | 2
TRPV1 ag | 6 | 1 | -1 | 15 | 0 | -5
USP2a inh | -7% | -1% | 2% | 0% | 0% | 2%
KCNH2 WT inh | 9 | -4 | 10 | 1 | 3 | -6
KCNH2 3.1 inh | 23 | 0 | -16 | -6 | 4 | 3

Next section
Every second line gives: ELG1 repair inh	Mito fusion act	AT treatment	TCR act	Eya2 inh	TSHR antag	TRPV1 ag	USP2a inh	KCNH2 WT inh	KCNH2 3.1 inh
#19 COc1ccc(-c2nnn(CC(=O)N(CC(=O)NC3CCCC3)c3ccccc3F)n2)cc1OC
 : -5%	-8%	-1%	-1%	-6%	-13	1	4%	5	19
#20 O=C1c2cccc3c([N+](=O)[O-])ccc(c23)C(=O)N1c1ccccn1
 : ?	-18%	5%	6%	6%	58	.	9%	-22	0
#21 CCc1ccccc1NC(=O)CSc1ccsc1[N+](=O)[O-]
 : -3%	12%	6%	-1%[46.1 µM]	-21%	10	-1	1%	30	1
#22 Cc1nn(Cc2ccc(F)cc2Cl)c(C)c1[N+](=O)[O-]
 : -1%	8%	3%	-1%	-1%	-10	0	3%	5	12
#23 C=CCNC(=O)NC(=O)COC(=O)/C(C#N)=C/c1cc(C)n(CC(C)C)c1C
 : 8%	2%	-2%	-7%	-25%	-19	3	4%	-12	3
#24 O=C(NCC1CCCO1)c1cccc(S(=O)(=O)N(Cc2ccccc2)c2ccccc2)c1 (configuration not stated)
 : 2%	1%	5%	4%	-20%	6	?	0%	-1	-3
#25 O=C(CSc1nc2c([nH]c3ccccc32)c(=O)n1-c1ccccc1)NCC1CCCO1 (configuration not stated)
 : ?	-2%	-5%	-4%	10%	-7	2	-1%	-19	11
#26 CC(C(=O)NCC1CCCCC1)N(C)Cc1cccc(Cl)c1 (configuration not stated)
 : ?	-11%	22%	-2%	-7%	16	-7	-15%	-6	-1
#27 Cc1ccccc1-c1nc(SCc2ccccn2)c2c(=O)n(C)c(=O)n(C)c2n1
 : 8%	7%	7%	.	-13%	-2	-2	0%	5	-8
#28 CCC(=O)OCC(=O)Nc1ccc([N+](=O)[O-])cc1OC
 : 14%	8%	-1%	-3%	7%	2	0	6%	-3	20
#29 CC1(C)Cc2cccc(OCC(N)=O)c2O1
 : 4%	-2%	-3%	3%	17%	-3	-2	-5%	-15	-6
#30 C=CCc1cccc2cc(NC(C)=O)c(=O)oc12
 : 5%	-1%	1%	0%	10%	2	0	0%	-2	-4
#31 CCOc1ccc(S(=O)(=O)Nc2nc3cc(OC)ccc3s2)cc1
 : 10%	-4%	.	10%	17%	-1	-7	1%	6	16
#32 CCc1cccc(NC(=O)Cn2cc(C=O)c3ccccc32)c1
 : 3.7µM*	-4%	0%	0%	13%	-19	-6	-7%	-2	-2
#33 COc1ccc(-c2nnc(SCc3nnc(-c4ccccc4)o3)n2-c2ccccc2)cc1
 : 0%	0%	5%	-8%	7%	-6	1	-3%	-38	-7
#34 O=C(NN1CCOCC1)c1cc(-c2cccs2)nc2ccccc12
 : -11%	0%	-4%	0%[46.1 µM]	5%	17	1	4%	0	-4
#35 CC1(C)OC(c2ccccc2)=C/C(=C/C=N/NC(=O)c2ccncc2)O1
 : ?	0%	-4%	-8%	1%	36	2	1%	13	13
#36 CC1CCN(C(=O)c2[nH]cnc2C(=O)NCC(=O)OC(C)(C)C)CC1
 : -1%	-1%	-7%	-6%	12%	7	0	0%	-1	11
#37 O=C(NN1CC(=O)N(c2cc(Cl)cc(Cl)c2)CC1=O)c1cccs1
 : 9%	0%	3%	2%	3%	3	0	-1%	-9	5
#38 Cc1ccc(S(=O)(=O)c2n[nH]n3c2nc(=O)c2ccccc23)cc1
 : -4%	-6%	0%	-2%	-16%	-5	0	2%	-11	6
#39 O=C(NC1CCCC1)c1cc(-c2cccs2)on1
 : ?	1%	7%	.	1%	-10	16	-2%	-7	-3

Some of the compounds tested. The share of hits here may be higher or lower than overall.
